# Screens (PubChem)
# Rtt109 HAT inh: blocks Candida albicans Rtt109/Vps75 acetyltransferase activity; AID 540336; 0.16% of 330,000 active; inhibition, % at 34.9 µM; purified Rtt109/Vps75, ThioGlo CoA-SH fluorescence, 4 h; Q5AAJ8;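 active = inhibition of at least 50% in every replicate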
# RTF Ca sens act: cardiac RTF calcium sensitization; P19429+P45379; IANBD-labeled TnC RTF fluorescence at EC20 calcium; 0% EC20 calcium, 100% full calcium; activation, % at 7.2 µM; 0.24% of 340,000 active;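 active = activation above the mean over all tested compounds plus 3 SD, cut at about 30% in these data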;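 note: rise in fluorescence read as greater calcium sensitivity of cardiac thin filaments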
# DAGLB inhibitor: diacylglycerol lipase beta (human) inhibition. inhibition, % at 5.17 µM. 0.059% of 340,000 active. AID 504411. Q8NCG7. HEK293T DAGLB membrane lysate, EnzChek fluorogenic substrate; in the data active = inhibition above about 34%;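 note: 0% = enzyme with vehicle and 100% = wells lacking enzyme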
# Target sequence (Q8NCG7 whole entry, looked up): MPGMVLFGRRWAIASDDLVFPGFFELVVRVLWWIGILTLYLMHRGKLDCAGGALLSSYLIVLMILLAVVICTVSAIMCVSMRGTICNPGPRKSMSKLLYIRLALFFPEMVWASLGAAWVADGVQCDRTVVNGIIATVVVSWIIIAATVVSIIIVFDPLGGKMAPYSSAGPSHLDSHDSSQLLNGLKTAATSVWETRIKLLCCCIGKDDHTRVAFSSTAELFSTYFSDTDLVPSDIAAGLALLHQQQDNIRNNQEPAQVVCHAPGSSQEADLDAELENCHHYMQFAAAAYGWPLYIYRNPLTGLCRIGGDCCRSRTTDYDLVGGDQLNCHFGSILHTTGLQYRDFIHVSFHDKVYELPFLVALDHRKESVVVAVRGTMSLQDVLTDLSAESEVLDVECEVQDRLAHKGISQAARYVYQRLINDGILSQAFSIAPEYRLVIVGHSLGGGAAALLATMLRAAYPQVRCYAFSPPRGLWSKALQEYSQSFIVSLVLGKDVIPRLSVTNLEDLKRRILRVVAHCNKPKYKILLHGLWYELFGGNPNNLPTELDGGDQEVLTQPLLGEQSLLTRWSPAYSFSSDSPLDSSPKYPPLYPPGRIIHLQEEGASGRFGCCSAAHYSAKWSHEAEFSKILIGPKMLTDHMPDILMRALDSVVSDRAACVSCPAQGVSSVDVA
# PKA-R2B activ: activates the human PKA-R2B holoenzyme complex; activation, % at 11.4 µM; P22694+P31323; 0.079% of 340,000 active; PKA-R2B holoenzyme dissociation, Cy5-IP20 fluorescence polarization; R2B truncated from residue 108, S112A mutant; 0% DMSO only, 100% 113 µM cGMP;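 active = activation above a cutoff set at the mean over all compounds plus 3 SD, cut at about 18% in these data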;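 note: higher means more holoenzyme dissociation and a rise in polarization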
# Target sequence (P31323 whole entry, looked up, other chains not shown, the tested form may be a part): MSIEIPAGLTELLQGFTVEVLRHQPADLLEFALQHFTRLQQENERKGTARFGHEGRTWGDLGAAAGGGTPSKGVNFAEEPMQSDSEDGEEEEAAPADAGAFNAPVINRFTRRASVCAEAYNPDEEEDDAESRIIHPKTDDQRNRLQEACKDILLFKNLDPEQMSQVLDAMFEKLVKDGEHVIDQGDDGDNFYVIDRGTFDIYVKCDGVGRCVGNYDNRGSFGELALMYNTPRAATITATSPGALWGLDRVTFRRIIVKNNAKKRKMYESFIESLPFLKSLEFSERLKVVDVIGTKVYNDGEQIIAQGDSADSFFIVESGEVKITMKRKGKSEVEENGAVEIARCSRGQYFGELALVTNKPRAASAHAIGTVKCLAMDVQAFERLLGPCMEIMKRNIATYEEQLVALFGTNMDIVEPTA
# Cardiac RTF inh: cardiac RTF calcium desensitization | inhibition, % at 7.15 µM | P19429+P45379 | 0.12% of 340,000 active | AID 493244 | IANBD-labeled cardiac RTF, Ca2+ fluorescence;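 active = inhibition above the mean inhibition of all tested compounds plus 3 SD, cut at about 17% in these data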;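 note: assay run at fixed EC70 calcium of 1.6 mM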
# CAL PDZ FP-1: human CAL PDZ-peptide interaction inhibition; Q9HD26; purified CAL PDZ, TMR-peptide fluorescence polarization, 1 h; inhibition, % at 20 µM; 0.02% of 330,000 active; AID 504414;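 active = highest replicate inhibition of at least 40%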;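 note: plate controls were DMSO neutral control wells for no effect and unlabeled competitor peptide control wells for full effect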
#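 Material: tagged CAL PDZ domain; buffer or medium: 25 mM sodium phosphate pH 7.4, 150 mM NaCl, TCEP, IgG, Thesit; compound dosing: single point, 20 µM; schedule: 1 h incubation at room temperature before polarization reading; measured by: FP readout, S and P plane fluorescence; read-out basis: percent inhibition from loss of millipolarization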
# CAL PDZ FP-2: blocks peptide binding to the human CAL PDZ domain; Q9HD26; purified CAL PDZ, TMR-peptide fluorescence polarization, 1 h; inhibition, % at 24.9 µM; 0.92% of 300,000 active; AID 602252;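 active = mean inhibition of at least 30% with at least half of replicates also reaching 30%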;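 note: 0% = DMSO neutral control and 100% = excess unlabeled competitor peptide PRC23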
# Keap1-Nrf2 PPI: Keap1-Nrf2 (human) interaction inhibition; Q14145; Keap1 Kelch-Nrf2 peptide fluorescence polarization, 1536-well; inhibition, % at 9.4 µM; 0.15% of 340,000 active; in the data active = inhibition above about 12%;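 note: human Keap1 Kelch domain with fluorescein labeled Nrf2 9mer peptide probe; 0% = neutral control wells and 100% = peptide positive control; higher means more block of Keap1 binding to Nrf2 peptide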
# SR-BI DiI-HDL act: enhances SR-BI lipid uptake from DiI-HDL; CHO ldlA[mSR-BI] cells, DiI-HDL uptake fluorescence, 3 h; 100 = double the neutral-control signal; AID 504775; 0.096% of 320,000 active; activation, % at 12.5 µM;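 active = mean replicate activation of at least 60% and every replicate at or above 60%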;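 note: 0% = median plate neutral-control signal and 100% = twice that signal; values of inactives mirror those of a sister screen read the other way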
#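 Assay system: LDL receptor-deficient CHO ldlA cells overexpressing murine SR-BI / Medium: BSA-supplemented, HEPES-buffered Ham's F12, pH 7.4 / Probe or stimulus: DiI-labelled HDL at 10 µg/mL final / Timing: compound with DiI-HDL co-incubation, 3 h at 37 °C / Technique: bottom-read cell fluorescence after medium removal, ex 550/em 595 nm / Measure: HDL uptake via cellular fluorescence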
# LANA DNA inh: inhibitors of KSHV LANA C-terminal domain DNA binding; MBP-C-LANA/FAM-LBS DNA binding, fluorescence polarization; inhibition, % at 9 µM; 0.078% of 340,000 active;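 active = highest replicate inhibition at or above 60% at 9 µM, even if other replicates fall short; inactive = all replicates below 60% inhibition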;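 note: 0% = neutral control wells and 100% = 4 µM acridine orange control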
# The depositor's hits bear a star; . = no result given. Random draw from the library; about 1.6% have a hit in one of these screens.
SMILES,Rtt109 HAT inh,RTF Ca sens act,DAGLB inhibitor,PKA-R2B activ,Cardiac RTF inh,CAL PDZ FP-1,CAL PDZ FP-2,Keap1-Nrf2 PPI,SR-BI DiI-HDL act,LANA DNA inh
CSCCC(C(=O)OCC(=O)c1ccc(C)c(C)c1)N1C(=O)c2cc(Cl)c(Cl)cc2C1=O (stereo unspecified),2,1,1,4,1,-0.8,-8,2,-3,1.0
N=c1ccn(CC(=O)NC(N)=O)c2ccccc12,11,-3,2,5,-14,-2.5,-4,-1,11,1.0
CN(C)C(CNC(=O)c1cccc(C(F)(F)F)c1)c1ccco1 (stereo unspecified),9,1,-4,4,-13,-1.5,-1,2,-7,-0.6
O=C(COC(=O)Cc1ccc2c(c1)OCCO2)Nc1ccc(S(=O)(=O)N2CCCC2)cc1,1,1,-1,-1,1,-0.6,.,-2,24,-1.2
O=[N+]([O-])c1ccccc1N/N=C/c1ccccc1,5,5,3,-7,-9,-0.9,21,-2,3,-2.5
N#CCc1c(C#N)c(N)nc(N2CCN(c3ccc(F)cc3)CC2)c1C#N,.,0,3,1,3,-1.4,-3,-6,10,-0.2
Cc1ccc(-c2ccc(C(=O)Nc3cccc(F)c3)o2)c2ccccc12,0,-4,-17,-3,-9,-1.0,1,0,-10,-1.7
O=C(CN1C(=O)NC2(CCCCC2)C1=O)Oc1ccc2c(C(F)(F)F)cc(=O)oc2c1,6,3,0,-5,-1,-2.3,2,-1,13,12
O=C1C2(CCC13COC(c1ccc(O)cc1)OC3)COC(c1ccc(O)cc1)OC2 (stereo unspecified),3,-3,2,-6,0,-0.4,-3,-1,39,0.4
COc1cc(OC)cc(C(=O)N2CCC3(CC2)NCCc2[nH]cnc23)c1,2,0,3,3,0,0.3,5,0,2,0.2
Cc1ccc(Cl)cc1N(C(=O)c1csnn1)C(C(=O)NC1CCCC1)c1ccco1 (stereo unspecified),-6,-4,0,-14,0,-1.4,1,-4,.,0.8
O=C(NCCCO)c1ccc(CSc2nc3ccccc3[nH]2)cc1,-3,4,0,7,-2,-0.6,-2,4,4,-0.8
O=C(CSc1nnc([C@@H]2CCCN2)o1)c1ccc(Cl)cc1,-4,2,1,-6,-9,-0.3,-19,-8,.,-0.4
Cc1ccc(C)c(NC(=O)CN(C)C(=O)c2cc3ccccc3oc2=O)c1,0,3,-1,7,-12,0.1,0,-3,-24,0.7
Cc1ccc(NC(=O)N2CCCC2C(=O)Nc2ccc(-n3cnnn3)c(C)c2)cc1 (stereo unspecified),6,3,-2,-7,-7,-1.6,.,-8,-30,0.0
CC(C)CCn1nnnc1C(c1ccccc1F)N1CCC(C(N)=O)CC1 (stereo unspecified),0,1,-4,5,-3,-3.2,-2,-2,27,-1.0
Cc1ccc2c(c1)N(CC(=O)N1CCCC(C)C1)C(=O)CO2 (stereo unspecified),-8,2,0,7,-11,-2.7,2,-3,2,-0.3
CCC(=O)Nc1nnc(SCCN2CCOCC2)s1,10,-3,3,-3,3,-3.0,26,-2,-2,-1.7
Cc1ccccc1NC1c2ccccc2C(=O)N1Cc1ccco1 (stereo unspecified),1,5,2,-2,-5,0.2,.,-3,-7,0.1
O=[N+]([O-])c1ccc(N2CCN(CCOCCO)CC2)c([N+](=O)[O-])c1,5,4,-1,1,9,-0.2,-3,4,47,-0.5
COC(=O)c1ccc(NC(=O)CCS(=O)(=O)c2ccc(Br)s2)cc1,10,0,-2,-15,-14,-0.9,-4,-1,-5,-1.7
Cc1ccc(C(=O)Oc2oc(-c3ccco3)nc2C=Nc2ccc(Cl)cc2)cc1,6,3,2,-16,1,0.6,-1,4,-17,1.2
CO[C@H]1O[C@H](CBr)[C@@H](OC(=O)c2ccccc2)[C@H](O)[C@H]1O,-8,0,-2,-4,-8,-0.2,.,-1,-14,10
O=C(COc1ccc(Cl)cc1Cl)Nn1c(=S)[nH]c2ncccc2c1=O,-7,6,2,2,-10,-3.1,0,0,26,-2.1
COc1ccc(OC)c(S(=O)(=O)Nc2c(C)nn(C)c2C)c1,-3,-4,1,3,0,-0.2,.,1,5,1.4

# Complete entries from above.
# N#CCc1c(C#N)c(N)nc(N2CCN(c3ccc(F)cc3)CC2)c1C#N is listed with Rtt109 HAT inh = .; RTF Ca sens act = 0; DAGLB inhibitor = 3; PKA-R2B activ = 1; Cardiac RTF inh = 3; CAL PDZ FP-1 = -1.4; CAL PDZ FP-2 = -3; Keap1-Nrf2 PPI = -6; SR-BI DiI-HDL act = 10; LANA DNA inh = -0.2
# CC(C)CCn1nnnc1C(c1ccccc1F)N1CCC(C(N)=O)CC1 (stereo unspecified) is listed with Rtt109 HAT inh = 0; RTF Ca sens act = 1; DAGLB inhibitor = -4; PKA-R2B activ = 5; Cardiac RTF inh = -3; CAL PDZ FP-1 = -3.2; CAL PDZ FP-2 = -2; Keap1-Nrf2 PPI = -2; SR-BI DiI-HDL act = 27; LANA DNA inh = -1.0
# CN(C)C(CNC(=O)c1cccc(C(F)(F)F)c1)c1ccco1 (stereo unspecified) is listed with Rtt109 HAT inh = 9; RTF Ca sens act = 1; DAGLB inhibitor = -4; PKA-R2B activ = 4; Cardiac RTF inh = -13; CAL PDZ FP-1 = -1.5; CAL PDZ FP-2 = -1; Keap1-Nrf2 PPI = 2; SR-BI DiI-HDL act = -7; LANA DNA inh = -0.6

# Remaining list, next part
SMILES,Rtt109 HAT inh,RTF Ca sens act,DAGLB inhibitor,PKA-R2B activ,Cardiac RTF inh,CAL PDZ FP-1,CAL PDZ FP-2,Keap1-Nrf2 PPI,SR-BI DiI-HDL act,LANA DNA inh
CCOc1ccccc1CNC(=O)CCN1C(=O)COc2ccccc21,-5,-2,-2,10,-5,-2.2,-2,-3,-14,2.2
S=C(Nc1ccccn1)NC1CCCCC1,11,.,.,.,.,-1.2,0,2,1,1.2
COc1cccc(C(=O)NC2CCCN(C3Cc4ccccc4C3)C2)c1OC (stereo unspecified),1,-3,0,-4,-4,-1.5,-5,-3,12,-1.1
CCOC(=O)c1[nH]c(C)c(C(=O)NCCN2CCOCC2)c1C,0,1,-2,-8,3,1.0,.,-8,20,1.2
COc1cc(OC)c2cc(C(=O)N/N=C/c3cccc(OC)c3O)[nH]c2c1,.,8,7,4,2,3.5,-2,-1,-121,-1.9
Cc1noc2ncnc(Oc3ccc4ccccc4c3)c12,-5,-3,-2,-3,4,0.6,9,-2,13,-1.8
Cc1ccc2cc(CN(Cc3ccco3)C(=O)NC3CCCCC3)c(=O)[nH]c2c1C,3,1,-7,-3,3,-3.1,-2,3,-4,-0.7
Cc1[nH]c(C)c(S(=O)(=O)N2CCC(C)CC2)c1C(=O)N1CCCC1,-3,-7,0,-7,0,-0.2,-5,0,12,0.9
COc1ccc(NC(=O)C(c2ccc(OC)cc2)N(C)C(=O)Cc2cccs2)cc1 (stereo unspecified),-2,3,-1,-2,-7,0.3,-3,-6,-15,-0.3
O=C(CSc1nnc(CNC(=O)c2ccc(F)cc2)o1)Nc1nccs1,8,0,-2,-4,-3,1.0,1,2,26,-2.1
CCCCCC(=O)Nc1ccc(-c2nnc3n2CCCCC3)cc1,4,-4,0,1,5,1.2,-4,0,-13,0.8
Cc1cccc(OCCCC(=O)Nc2ccc(S(=O)(=O)Nc3onc(C)c3C)cc2)c1,6,1,6,-4,0,-0.2,-4,-3,16,1.4
COc1ccc(NC(=O)NC(C)c2ccc3c(c2)OCO3)c(OC)c1 (stereo unspecified),-3,-5,0,-1,0,-2.9,0,-2,-10,-0.4
CC(=O)Nc1ccc(NC(=O)C2CC(=O)N(c3cccc(C)c3C)C2)cc1 (stereo unspecified),-9,-1,0,3,-2,.,-4,-1,36,-1.4
Cc1cc(NC(=O)CCC(=O)N(CC(=O)NCC2CCCO2)c2ccc(Cl)c(Cl)c2)no1 (stereo unspecified),-6,-4,0,6,-1,-3.1,-5,-4,8,0.9
COc1cc(C)ccc1OCC(=O)OCC(=O)NCC1CCCCC1,-6,0,1,-8,-9,-0.4,5,2,-17,0.6
CCn1c(COc2ccc3c(c2)OCO3)nnc1SCC(=O)c1ccccc1,-7,-7,3,13,-7,0.6,-5,-2,-7,-0.1
CCCN1CCN(CCCNC(=O)CN2C(=O)COc3ccccc32)CC1,-3,-1,1,-1,2,-2.7,-1,-3,.,-1.2
CC1CCN(C(=O)C2CCN(c3nnc(-n4cccc4)s3)CC2)CC1,-6,3,0,-3,0,-2.8,1,-4,-5,-1.2
CC1=CCC(C(=O)O)C(C(=O)Nc2nc3ccc(S(C)(=O)=O)cc3s2)C1 (stereo unspecified),0,1,1,-12,1,-3.1,-2,-2,.,15
CCOC(=O)CSc1nnc(CNc2ccc(F)cc2)o1,-2,0,1,-19,5,-1.0,0,7,0,-2.4
Cc1ccc2nc(SCC(=O)NC3CCCc4ccccc43)[nH]c2c1 (stereo unspecified),10,2,2,2,-12,-1.3,84*,5,-11,-2.1
COC(=O)c1ccc(N(CC(=O)NC2CCCCC2)C(=O)CNC(=O)c2ccco2)cc1,-8,-1,-1,-2,3,-2.3,-1,-1,14,0.9
Cn1cccc1CC(=O)NNC(=O)Nc1ccc(Cl)cc1,6,-2,0,-9,6,-0.4,4,1,1,0.7
CCOC(=O)c1ccc(NC(=O)CSc2nc3cccnc3n2C)cc1,-25,-2,-11,-9,-4,-2.1,-2,1,-21,-0.6

# The results go on:
SMILES,Rtt109 HAT inh,RTF Ca sens act,DAGLB inhibitor,PKA-R2B activ,Cardiac RTF inh,CAL PDZ FP-1,CAL PDZ FP-2,Keap1-Nrf2 PPI,SR-BI DiI-HDL act,LANA DNA inh
O=C(Cc1ccc(S(=O)(=O)N2CCOCC2)s1)N(Cc1ccccc1)c1ccccc1,9,0,-1,-2,9,-0.1,-8,-1,7,-1.8
COc1ccc(C2CC(=O)C=C(O)C2)cc1 (stereo unspecified),0,3,1,-3,2,-0.9,-4,-3,1,0.4
COc1cccc(/C=N/NC(=O)CNC(=O)CCc2ccccc2)c1O,-1,-1,1,4,-3,-0.2,3,0,.,0.0
CCOc1cc(C)c(C(C)C)cc1S(=O)(=O)N1CC(C)OC(C)C1 (stereo unspecified),7,1,-6,-13,1,-0.6,.,3,21,1.1
CC(C)NC(=O)COc1cccc2ccccc12,.,-4,-3,1,5,-0.3,-6,0,-11,-0.9
CCn1ncc(C2=NOC(C(=O)Nc3ccc(C)cc3)C2)c1C (stereo unspecified),4,0,-2,3,11,-1.2,-11,-2,37,-1.3
Cc1ccnc(NS(=O)(=O)c2ccc(NC(=O)Cc3ccccc3)cc2)n1,5,7,-1,-9,3,-1.7,12,-1,-1,-0.2
CC(C)(C)c1cc(NS(=O)(=O)c2cccs2)no1,1,3,4,-2,4,1.1,0,0,-10,-0.2
COc1ccc(-c2ccc(CCC(=O)O)n2-c2ccc(O)cc2)cc1,2,2,2,-6,-7,-1.9,-1,1,-7,2.1
CN1C(=S)SC(/[N+]([O-])=C\c2ccccc2F)C1(C)C (stereo unspecified),-4,10,2,3,2,-1.2,.,-6,11,10
